MLL CXXC-DNA inh – qHTS Fluorescence Polarization Assay for Inhibitors of MLL CXXC domain - DNA interaction; actives 0.037% (n = 290,000); MLL-CXXC / FITC-HOXA9 DNA fluorescence polarization; Histone-lysine N-methyltransferase 2A (Homo sapiens), Q03164; Potency, µM (doses to about 115 µM), for the others: at the top dose activity change, negative = inhibition, hits mostly inhibitors; active = well fitted inhibition curve with a large enough effect in the polarisation, with a control signal flat, not every such curve was filed as active; inconclusive = small, poorly fitted or top-dose-only effect, or effect the other way, or a change in a side signal; inactive = no such curve, though single readings can be large or run the other way; the % refers to the polarisation; also: potency is read from the fitted curve at half-maximal effect
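Steps: dispense CXXC domain solution (7 uM) → pin compounds or unlabeled HOX-A9 DNA control → 5 min ambient → add FLSN-HOX-A9 solution (50 nM) → spin → 30 min ambient → fluorescence polarization. Tris pH 7.5/NaCl/DTT/BSA buffer.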
KCNH2 3.1 inh – qHTS for Inhibitors of KCHN2 3.1: Mutant qHTS. actives 0.95% (n = 340,000). AID 720553, 2013. Potassium voltage-gated channel subfamily H member 2, brain isoform KCNH2 3.1 (human). U2OS KCNH2 3.1, thallium flux FluxOr; stronger effect = lower value. activity change, % (tested at about 1.8 µM);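 active = maximum activity change below -70%; inconclusive = maximum activity change from -70% to -50%; inactive = maximum activity change above -50%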;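 also: thallium influx rate constant from kinetic fluorescence after stimulation buffer; % is scaled to controls: 0 for no effect and ±100 for the full control effect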
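FluxOr-based Tl+ influx in U2OS cells transduced with KCNH2 3.1 virus; rate constants normalized to DMSO controls.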
Coupling enz – qHTS Assay for Inhibitors of Fructose-1,6-bisphosphate Aldolase from Giardia Lamblia: Coupling assay counterscreen; coupling enzyme system counterscreen, AmpLite Red fluorescence; activity change, negative = inhibition, % at 58.2 µM, hits read low; actives 0.67% (n = 290,000); in the data active = activity change below about -30%; also: % is scaled to controls: 0 for no effect and ±100 for the full control effect
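First, compound is pin-transferred into glyceraldehyde-3-phosphate coupling-enzyme reagent at 57.5 uM final and held 10 min at RT. Next, substrate, coupling system and AmpLite Red are added. After 20 min RT, fluorescence (525/598 nm) is read.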
USP2a inh – qHTS Assay for Inhibitors of Ubiquitin-specific Protease USP2a Using CHOP2 as the Reporter. Ubiquitin carboxyl-terminal hydrolase 2 (Homo sapiens), O75604. USP2 core, Ub-CHOP2 coupled fluorogenic reporter, 485/531. Potency, µM (top dose mostly 38.3 µM), without a hit: at the highest dose activity change, negative = inhibition, most hits filed as inhibitors. actives 0.01% (n = 330,000). AID 463254, 2010;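 also: potency is read from the fitted curve at half-maximal effect; plate controls were DMSO wells for no effect and full inhibition by NEM control for full effect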
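Deubiquitinase activity read as fluorescence (485/531 nm) after Ub-CHOP2 cleavage activates the enterokinase reporter on its substrate; USP2 core 10nM, Ub-CHOP2 and substrate 25nM each, 30min compound preincubation then 60min RT; data normalized to NEM, curves fitted.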
PKM2 act – qHTS Assay for Activators of Human Muscle isoform 2 Pyruvate Kinase | Pyruvate kinase PKM (Homo sapiens), P14618 | purified PKM2, Kinase-Glo ATP luminescence, activation; response scale: 0% is enzyme alone, no compound | Potency, µM (doses to about 57.5 µM), for the others: top-dose activation, hits mostly activators | actives 0.34% (n = 260,000) | AID 1631, 2009; also: potency is read from the fitted curve at half-maximal effect; % is scaled to controls: 0 for no effect and ±100 for the full control effect; nearly all actives have a fitted effect of over 55% in size
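Kinase-Glo luminescence reports ATP generated from ADP (0.1 mM) and PEP (0.5 mM) by purified hPK-M2 after 1 h at room temperature, pH 7.2 imidazole buffer; intermediate enzyme activity allows detecting inhibitors and activators.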
GALK inh – qHTS Assay for Inhibitors of Human Galactokinase (GALK) | Purified GALK, Kinase-Glo residual ATP luminescence | Potency, µM (series often up to 57.5 µM), for the others: at the highest dose activity change, negative = inhibition, usual class: inhibitors | actives 0.007% (n = 270,000); also: potency is read from the fitted curve at half-maximal effect; % is scaled to controls: 0 for no effect and ±100 for the full control effect
Target sequence (P51570 whole entry, looked up): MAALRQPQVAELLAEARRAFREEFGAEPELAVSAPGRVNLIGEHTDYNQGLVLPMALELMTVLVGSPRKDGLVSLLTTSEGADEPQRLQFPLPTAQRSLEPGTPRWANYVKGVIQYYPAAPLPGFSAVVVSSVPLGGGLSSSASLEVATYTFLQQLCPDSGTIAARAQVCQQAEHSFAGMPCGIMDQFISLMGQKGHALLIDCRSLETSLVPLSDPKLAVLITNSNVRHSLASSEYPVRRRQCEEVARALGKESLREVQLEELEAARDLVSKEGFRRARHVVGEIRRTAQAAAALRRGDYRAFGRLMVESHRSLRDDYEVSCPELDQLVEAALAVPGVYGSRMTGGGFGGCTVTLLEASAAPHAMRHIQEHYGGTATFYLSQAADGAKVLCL
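Human GALK (5 nM) with 35 uM ATP and 100 uM galactose in 20 mM HEPES pH 8.0, 5 mM MgCl2, 60 mM NaCl, 1 mM DTT, 0.01% BSA. After 1 h at room temperature, leftover ATP was read by Kinase-Glo Plus luminescence.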
B2AR arrestin – qHTS assay of beta-arrestin-biased ligands of beta2-adrenergic receptor; beta-arrestin recruitment to beta2AR, cell-based reporter; actives 0.02% (n = 330,000); AID 492947, 2010; Beta-2 adrenergic receptor (Homo sapiens), P07550; Potency, µM (titrated, usually from 46.1 µM), for inactives: at the top dose activation, actives largely listed as activators;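 also: potency is read from the fitted curve at half-maximal effect; 0% = DMSO controls and full agonism = EC100 isoproterenol or metaproterenol; nearly all actives have a fitted effect of over 65% in size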
Giardia kill – Small Molecules that selectively kill Giardia lamblia: qHTS. Giardia lamblia trophozoite viability. activity change, % at 7.66 µM, hits read low. actives 0.15% (n = 340,000). AID 540267, 2011; in the data active = activity change below about -80%; inconclusive = between about -30% and that limit;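 also: parasites exposed to compound for two days anaerobically before the ATP read; % is scaled to controls: 0 for no effect and ±100 for the full control effect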
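Giardia lamblia trophozoites (100 cells/well) were incubated with compounds for 48 h at 37 deg C under anaerobic conditions. Viability was read as ATP content by one-step luminescence after 15-30 min at room temperature.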
KCNH2 WT inh – qHTS for Inhibitors of KCHN2 3.1: Wildtype qHTS; actives 0.37% (n = 340,000); AID 720551, 2013; Voltage-gated inwardly rectifying potassium channel KCNH2 (Homo sapiens), Q12809; activity change, % at 1.84 µM; U2OS, BacMam KCNH2, thallium flux FluxOr; stronger effect = lower value;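 active = maximum activity change below -70%; inconclusive = maximum activity change between -70% and -50%; inactive = maximum activity change above -50%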; also: % is scaled to controls: 0 for no effect and ±100 for the full control effect
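U2OS cells were transduced with wild-type KCNH2 virus (2.03 x 10^8 / mL) for 4 h at room temperature, then cultured overnight at 37 C. Thallium flux was read with FluxOr dye. Rate constants were normalized to DMSO controls.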
Menin-MLL TR inh – qHTS Assay for Inhibitors Targeting the Menin-MLL Interaction in MLL Related Leukemias: Competition With Texas Red Labeled MLL-derived Mutant Peptide; actives 0.23% (n = 270,000); Potency, µM (titrated, usually from 61.6 µM), without a hit: at the top dose FP activity change, negative = inhibition, usual class: inhibitors; AID 1768, 2009; Menin + Texas Red MLL mutant peptide, fluorescence polarization; active = well fitted inhibition curve with a large enough effect in the polarisation, with a control signal flat, not every such curve was filed as active; inconclusive = small, poorly fitted or top-dose-only effect, or effect the other way, or a change in a side signal; inactive = no such curve, though single readings can be large or run the other way; the % refers to the polarisation; also: potency is read from the fitted curve at half-maximal effect; % of control where 0% means no effect; many of its hits are not listed in these tables
Target sequence (O00255 whole entry, looked up): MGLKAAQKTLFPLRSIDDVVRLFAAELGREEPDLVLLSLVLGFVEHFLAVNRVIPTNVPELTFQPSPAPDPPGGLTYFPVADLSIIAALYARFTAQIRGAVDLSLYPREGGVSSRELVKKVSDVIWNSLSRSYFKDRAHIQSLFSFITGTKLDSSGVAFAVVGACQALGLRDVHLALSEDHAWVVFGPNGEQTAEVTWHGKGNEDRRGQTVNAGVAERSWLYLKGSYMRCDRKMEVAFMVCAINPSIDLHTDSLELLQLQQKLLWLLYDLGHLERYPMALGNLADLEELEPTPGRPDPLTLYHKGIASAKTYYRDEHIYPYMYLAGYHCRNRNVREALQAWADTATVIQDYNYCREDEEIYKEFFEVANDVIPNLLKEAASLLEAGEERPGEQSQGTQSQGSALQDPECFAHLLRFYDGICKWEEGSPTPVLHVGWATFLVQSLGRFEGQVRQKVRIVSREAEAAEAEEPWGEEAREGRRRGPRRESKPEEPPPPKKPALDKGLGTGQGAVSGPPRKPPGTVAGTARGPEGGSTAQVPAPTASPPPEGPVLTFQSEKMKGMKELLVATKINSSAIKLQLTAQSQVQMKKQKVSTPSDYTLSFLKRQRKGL
TRPV1 ag – HTS Assay for Compounds that Act as Agonists of the Vanilloid Receptor 1. Transient receptor potential cation channel subfamily V member 1 (Homo sapiens), Q8NER1. TRPV1-expressing cells, Fluo-8 calcium influx, agonist mode. activation, % at 8.33 µM. actives 0.19% (n = 320,000); in the data active = activation above about 80%; inconclusive = between about 30% and that limit; also: 0% is about no effect
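TRPV1-expressing cells were cultured overnight at 35.5C and loaded with Fluo-8 calcium dye for 40 to 90 min at room temperature. After a 10 s baseline, compound was added and calcium influx was read kinetically for 3 min (ex 480/em 520 nm).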
* hit, by the source's call; ? = inconclusive; . = not tested or not shown; & = joins results of further samples; [ ] = another dose, or the depositor's remark. Unless noted, calls follow the shape of the dose curve; as a rule, active = well fitted curve in the direction sought with a large enough effect; inconclusive = small, poorly fitted or top-dose-only effect, or another doubt; inactive = no such curve, though single readings can be large; an effect the other way counts as inactive or inconclusive. A portion of the library (hit frequency here may not be typical).

SMILES	MLL CXXC-DNA inh	KCNH2 3.1 inh	Coupling enz	USP2a inh	PKM2 act	GALK inh	B2AR arrestin	Giardia kill	KCNH2 WT inh	Menin-MLL TR inh	TRPV1 ag
Cc1cc(NC(=O)CC2CCCC2)ccc1Br	3%	-27	-7	-1%	.	3%	0.5%	-1	-11	36%[activator]	?
CC(C)(C)c1ccc(NC(=O)CSc2n[nH]c(=O)n2C2CC2)cc1	.	13	.	1%	.	.	-0.1%	29	-8	.	.
COc1cc2c(cc1OC)C(C)N(C(=O)C(NC(=O)c1ccccc1)C(C)C)CC2 (stereo unspecified)	14%	-3	1	2%	.	.	-1.2%	6	1	-11%	1
COc1cc(C(=S)N2CCCC2)ccc1OCC(N)=O	1%	8	0	1%	-1%[11.5 µM]	0%	-0.1%	6	-5	8%	-1
CCc1nn(CCCC(=O)NCc2ccccc2C)c(=O)c2cc3occc3n12	-8%	-18	.	2%	.	-7%	-0.2%	-9	2	.	5
Cc1cccc(C(=O)NNC(=O)c2ccc(Br)cc2)c1	0%	-4	3	-1%	-9%	7%	-0.3%	-18	-1	-24%	19
O=C(Cn1cncn1)NCCCc1ccccc1	0%	6	3	5%	-7%	1%	-0.3%	3	-177*	-7%	8
CCCCCCCn1c2c(c(=N)c3c1CCC3)CCCC2	0%	-1	0	0%	3%	-3%	0.2%	-2	-27	-19%	5
COc1ccccc1N(CC(=O)NC1CCCCC1)C(=O)CCC(=O)Nc1ccccn1	0%	17	2	0%	1%	-2%	0.0%	-24	19	?	1
O=C(c1ccc(Cl)s1)N1CCN(c2nc3ccccc3s2)CC1	-3%	13	-2	1%	-19%	1%	0.2%	45[activator]	9	-8%[11.7 µM]	.
Cc1sc(NC(=O)Cc2ccc3c(c2)OCO3)nc1-c1ccc2c(c1)CCN2C(=O)c1ccccc1F	4%	-11	-2	3%	-1%	-1%	-0.8%	15	0	6%	-2
Cc1noc(N)c1C(=O)Nc1ccc(F)cc1	5%	-2	1	0%	0%	.	0.1%	1	-11	19%	-1
CCCn1nc(C(=O)Nc2cc(C(=O)OC)ccc2C)c2ccccc2c1=O	-1%	-5	4	-1%	-7%	0%	0.0%	12	6	13%	-8
COc1cc(CNc2ccc(N3CCCC3)cc2)cc(Cl)c1OC	38%[activator]	17	-27	-10%	-2%	0%	0.1%	-6	-5	28µM*	-2
O=C(Nc1ccccc1N1CCCC1)c1cccc(S(=O)(=O)N2CCOCC2)c1	.	8	.	0%	.	.	-0.4%	9	-5	.	?
O=C(COC(=O)c1cccc(Cl)c1Cl)NCCN1C(=O)CSC1=O	3%	3	1	3%	-2%	1%	-1.7%	-5	7	12%	-1
C/C(Cn1nc([N+](=O)[O-])cc1C)=N\NC(=O)c1ccc(O)cc1O	-4%	-43	0	0%	2%	.	-4.2%	11	8	16%	?
CC(=O)c1ccc(N/C=C\C(=O)c2ccc(C)cc2)cc1	-1%	-4	4	2%	-3%	0%	-0.1%	1	-3	16%	0
CCN(CC(=O)Nc1c(F)cccc1F)C(=O)C1CCC1	.	2	.	-2%	.	.	-0.3%	11	-4	.	-2
Cc1cc(N2CCCC2)nc(-c2ccccc2O)n1	3%	2	4	-1%	4%	5%	3.1%	6	2	-7%	-3
COc1cccc(CN2CCN(S(=O)(=O)c3ccc(Cl)s3)CC2)c1	-8%	-2	.	-4%	-1%	6%	-0.4%	-4	11	.	22
O=C(O)C1CC(O)CN1S(=O)(=O)c1ccc2ccccc2c1 (stereo unspecified)	.	10	.	1%	.	.	0.0%	-12	15	.	-2
O=C(Cc1ccccc1)N1CCC(c2ccccc2)C1 (stereo unspecified)	-2%	17	0	-5%	6%	0%	-0.3%	0	-5	.	25
COc1ccccc1N1CCN(C(=O)c2cc3c(C)nc4ccccc4c3o2)CC1	-2%	10	.	-5%	.	-2%	0.1%	9	-8	.	2
S=C(NNC(=S)NC1CC2C=CC1C2)NC1CC2C=CC1C2 (stereo unspecified)	5%	1	0	1%	0%	0%	-0.2%	13	2	.	2
Cc1cc(=O)oc2cc(OCC(O)CN3CCc4ccccc4C3)ccc12 (stereo unspecified)	-7%	-21	-2	2%	-5%	0%	0.4%	42[activator]	11	0%	-1
CCOC(=O)c1cc(S(=O)(=O)Nc2cccc(OC)c2)cn1C	-6%	-32	0	4%	.	-5%	-1.0%	7	-19	1%	-1
Cn1c(=O)[nH]c(=O)c2c1nc(CN1CCN(c3cccc(Cl)c3)CC1)n2Cc1ccccc1Cl	14%	-18	1	0%	7%	0%	-0.3%	2	-2	-2%	-2
O=C(COc1cccc2cccnc12)NNC(=O)Nc1ccccc1	14%	-2	6	1%	0%	2%	-0.8%	-13	0	6%	0
CN(C)CCCNCCCNC(=O)c1ccco1	10%	-20&1	1	0%	-39%	6%	0.0%	-4&-8	1&5	5%	0
Cc1ccc(C(=O)NCC(=O)OCC(=O)Nc2cc(C)c(C)cc2[N+](=O)[O-])cc1	-12%	15	3	0%	6%	0%	2.1%	-13	10	11%	25
COc1ccc(-c2nc(SCC(=O)N3CCCC3)n[nH]2)cc1	11%	-12	0	1%	-2%	6%	-1.5%	-18	-1	3%	-2
O=C(C1=C[C@H](C2CCCCC2)C[C@H](OCCCCO)O1)N1CCOCC1	16%	.	0	8%	3%	2%	-0.5%	1	.	4%	2
Cc1ccc2c(c1)[C@H]1[C@H](CO2)[C@H](c2ccccc2)[C@]2(C)C(=O)Nc3cc(Cl)ccc3C(=O)N12	.	?	.	-1%	.	.	8.5%	12	11	.	18
O=C(c1ccc(-n2cnnn2)cc1)N1CCN(C(c2ccccc2)c2ccccc2)CC1	-2%	-29	0	1%	5%	1%	0.0%	8	4	10%	13
CC(=O)Nc1nc(SCC(=O)NCC2CCCO2)[nH]c(=O)c1NC(=O)c1cccs1 (stereo unspecified)	-5%	8	-2	1%	-7%	-1%	0.1%	-2	5	-12%	-2
CCOC(=O)C1CCN(Cc2ccc(F)c(Br)c2)CC1	0%	6	1	-3%	3%	17%	-0.3%	-16	10	3%	1
COc1ccc(C(=O)N(Cc2cccs2)C2CCS(=O)(=O)C2)cc1 (stereo unspecified)	20%	-3	1	-1%	0%	0%	-0.1%	0	4	-18%	-2
CCOC(=O)c1cnc2ccc(F)cc2c1Nc1ccc2c(c1)OCCO2	3%	2	0	-1%	-5%	0%	-0.4%	38[activator]	-21	-12%	?
Cc1cc(C)n2nc(S(=O)(=O)N(C)c3ccccc3)nc2n1	13%	2	0	1%	-2%	0%	0.4%	3	-16	-12%	1
COc1ccc(CNC(=O)c2cc(-c3ccccc3O)n[nH]2)cc1	6%	2	2	2%	-4%	0%	0.2%	-6	0	-7%	7
Cc1cc2cc(CNC(=O)C3CC3)ccc2n1C	19%	8	0	3%	1%	-1%	-3.5%	-13	-1	-21%	3
Cc1cccc(Nc2nc(N)c([N+](=O)[O-])c(N3CCOCC3)n2)c1	12%	3	0	3%	2%	0%	-1.0%	-13	2	10%	1
CC(C)(OC(=O)c1cccs1)c1cc2ccccc2c(=O)o1	.	7	.	3%	.	.	-0.2%	-9	11	.	8
CC(O)Cn1c(=O)c2c(nc(Br)n2Cc2ccccc2)n(C)c1=O (stereo unspecified)	3%	-5	2	0%	-6%	-1%	0.1%	-15	-4	-10%	-2
